Bioassay records: PubChem BioAssay, several laboratories
DUSP1 inh – MKP-1 phosphatase inhibitors, primary screen, biochemical, in vitro; inhibition, %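 (compounds tested at a single concentration somewhere between 10 and 100 µM)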; AID 374, 2006; recombinant MKP-1, OMFP hydrolysis fluorescence; 65,000 tested, 0.15% active;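 active means inhibition above about 50%, limit read from the data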;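 further: 0% = DMSO max control wells and 100% = wells with enzyme stopped by NaOH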
Target sequence (P28562 whole entry, looked up): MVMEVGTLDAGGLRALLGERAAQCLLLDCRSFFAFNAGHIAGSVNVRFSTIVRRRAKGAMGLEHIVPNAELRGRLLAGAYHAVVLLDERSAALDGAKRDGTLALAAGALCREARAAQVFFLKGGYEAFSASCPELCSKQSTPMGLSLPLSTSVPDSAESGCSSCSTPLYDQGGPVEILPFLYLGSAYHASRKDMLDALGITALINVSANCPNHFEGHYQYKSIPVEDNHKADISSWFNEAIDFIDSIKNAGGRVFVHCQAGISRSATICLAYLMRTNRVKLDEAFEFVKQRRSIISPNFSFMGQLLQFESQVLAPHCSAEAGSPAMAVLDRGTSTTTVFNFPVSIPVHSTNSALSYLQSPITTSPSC
E coli RNAP – E. coli RNAP inhibitors, biochemical | E. coli RNA polymerase, fluorescence transcription assay | 62,000 tested, 0.2% active | inhibition, %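 (tested at 10 µM)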; in the data active means inhibition above about 20%;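 further: 0% = enzyme without compound and 100% = no enzyme blank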
AP ELISA ortho – alternative complement pathway inhibitors, primary screen, biochemical, ELISA, human serum, orthogonally pooled compounds. LPS-coated ELISA, C3 deposition; tested in compound mixtures. inhibition, % at 5 µM. 62,000 tested, 0.08% active;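 active means inhibition above 30% in each of the two pooled mixtures holding the compound, so the lower value exceeds 30%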;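 further: 0% = serum in Mg-EGTA without compound and 100% = EDTA serum blank; some compounds past the cut are filed as inactive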
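Assay system: human serum alternative complement pathway, C3 deposition on LPS-coated wells; Dosing: 5 µM per compound in ten-compound mixtures; Detection: Anti-C3 ELISA, OD 450 nm; Buffer or medium: Mg2+-EGTA GVB++ buffer containing human serum at 1:15 dilution; Timing: 1 h at 37 °C; Replication: two different pools per compound.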
Ecoli tolC – growth inhibitors of E. coli tolC mutant, primary screen, strain BW25113 ΔtolC::kan, 384-well; OD615; growth inhibition, % at 10 µM (by protocol); 65,000 tested, 2.2% active;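 active means growth inhibition at or above a cutoff equal to the mean over every tested compound plus 3 SD, cut at about 60% in these data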;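 further: growth measured after 20 h incubation at 37 °C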
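Material: E. coli BW25113 ΔtolC::kan, tolC deletion mutant strain. Measure: percent growth inhibition. Schedule: 37 °C, 20 h exposure. Doses: single-point testing at 10 µM. Signal: A615 absorbance measurement. Buffer or medium: kanamycin-containing LB broth (50 µg/mL).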
Cdc25B inh – inhibitors of Cdc25B phosphatase catalytic domain, primary screen, biochemical, OMFP fluorescence. M-phase inducer phosphatase 2 (Homo sapiens), P30305. recombinant Cdc25B, OMFP fluorescence Ex485/Em525. inhibition, %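 (compounds tested at 10 µM final in the well)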. 65,000 tested, 0.1% active; in the data active means inhibition above about 50%
CatB block – human cathepsin B inhibitors, primary screen, biochemical, fluorogenic substrate | purified cathepsin B, fluorescence | 63,000 tested, 0.1% active | P07858 | AID 453, 2006 | inhibition, %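 (tested at 10 µM)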; in the data active means inhibition above about 21%;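 further: 0% = enzyme with no compound and 100% = no enzyme blank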
Hsp90 block – tumor Hsp90 inhibitors, primary screen, cell lysate, fluorescence polarization, NCI-N417 lysate | Heat shock protein HSP 90-alpha (Homo sapiens), P07900 | Cy3B-geldanamycin FP displacement | inhibition, % at 30 µM | 64,000 tested, 0.35% active | AID 429, 2006;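 active means inhibition above 50%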;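 further: 0% = tracer plus lysate wells and 100% = tracer alone without lysate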
D1 mod – D1 CRE-luciferase signal change, two-sided – cell-based, HEK293 D1, dopamine EC30, D1 allosteric modulator project, primary screen; B-score at 10 µM; 58,000 tested, 5.9% active; dopamine EC30 potentiation; actives deviate in either direction; D(1A) dopamine receptor (Homo sapiens), P21728;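 active means luminescence count or its row- and column-corrected plate score outside the 99.7% band of the plate's sample wells, on either side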
Target sequence (P21728 whole entry, looked up): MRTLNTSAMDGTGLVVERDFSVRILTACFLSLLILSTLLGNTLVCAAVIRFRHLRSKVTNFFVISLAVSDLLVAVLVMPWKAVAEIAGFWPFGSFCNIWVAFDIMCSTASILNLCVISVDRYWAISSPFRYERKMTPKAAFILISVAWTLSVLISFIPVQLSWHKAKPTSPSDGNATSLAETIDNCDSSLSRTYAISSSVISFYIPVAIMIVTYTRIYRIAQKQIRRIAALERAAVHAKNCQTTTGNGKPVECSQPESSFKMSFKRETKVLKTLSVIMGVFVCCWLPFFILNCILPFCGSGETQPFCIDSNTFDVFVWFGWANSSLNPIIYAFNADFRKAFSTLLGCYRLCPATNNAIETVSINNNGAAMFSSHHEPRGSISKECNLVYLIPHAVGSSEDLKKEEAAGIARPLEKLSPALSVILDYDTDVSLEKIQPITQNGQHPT
CatB mix inh – cathepsin B inhibitors from pooled compounds, primary screen, biochemical, compound mixtures, AMC fluorescence | 62,000 tested, 0.06% active | inhibition, %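 (ten-compound pools at 5 µM per compound and 50 µM total)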 | Purified cathepsin B, AMC dipeptide fluorescence; in the data active means inhibition above about 22%, passing the limit was not always enough;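 further: 0% = enzyme without compound and 100% = no enzyme blank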
Starred values were filed as active, the others as inactive; . = no result given.

Start of the listing, in advance, three compounds:
Results follow in this order: DUSP1 inh	E coli RNAP	AP ELISA ortho	Ecoli tolC	Cdc25B inh	CatB block	Hsp90 block	D1 mod	CatB mix inh
Cn1c(=O)[nH]c(=O)c2c1nc1n2CCCS1
 : 18	5	6	14	1	0	0	0.13	-2
Cn1c(CNc2nc(-c3ccccc3)cs2)nnc1SCC(=O)OC1CCCCC1
 : 6	3	13	53	3	1	4	-0.19	0
CCOC(=O)C1=C(C)Nc2nc(C)nn2C1c1cc(OC)ccc1OC (stereo not drawn)
 : 10	0	13	1	1	2	-2	-0.073	1

The listing, previewed entries included:
Results follow in this order: DUSP1 inh	E coli RNAP	AP ELISA ortho	Ecoli tolC	Cdc25B inh	CatB block	Hsp90 block	D1 mod	CatB mix inh
Cn1c(=O)[nH]c(=O)c2c1nc1n2CCCS1
 : 18	5	6	14	1	0	0	0.13	-2
Cn1c(CNc2nc(-c3ccccc3)cs2)nnc1SCC(=O)OC1CCCCC1
 : 6	3	13	53	3	1	4	-0.19	0
CCOC(=O)C1=C(C)Nc2nc(C)nn2C1c1cc(OC)ccc1OC (stereo not drawn)
 : 10	0	13	1	1	2	-2	-0.073	1
Cc1cc(NC(=O)CSc2nnc(-c3ccc(Cl)s3)o2)no1
 : 10	3	30	2	1	1	8	-0.33	1
Cc1nc2c3c(-c4ccccc4)nc(N4CCOCC4)nc3nn2c(C)c1CCC(=O)O
 : 29	4	2	-2	8	5	-3	0.081	1
CN(C)/C=c1\sc2c(C#N)cc(C(=O)c3ccc(Br)cc3)n2c1=O
 : 10	-1	16	6	7	1	-12	1.2	3
COc1ccccc1Oc1coc2cc(OC(=O)N3CCOCC3)ccc2c1=O
 : 8	2	7	-8	-16	11	1	-0.67	9
CCOc1cccc(C2C(C(=O)c3ccc(C)o3)=C(O)C(=O)N2Cc2ccncc2)c1 (stereo not drawn)
 : 23	9	3	4	8	5	-6	0.033	-2
CCOC(=O)c1cc2occc2n1CC(=O)N1CCOCC1
 : 12	1	18	-12	-11	2	-3	.	2
CCN(CC)C(=O)COc1ccc(CC(=O)O)cc1OC
 : 0	.	6	-18	1	-1	-1	0.61	4
CCCn1c(=NC(=O)c2ccc3c(c2)OCO3)c(C#N)cc2c(=O)n3cccc(C)c3nc21
 : 6	0	1	-4	-3	4	-8	1.1	-3
CSc1ccc(S(=O)(=O)NCc2ccc(Cl)cc2)cc1
 : -7	9	11	25	-9	3	-4	1.4	3
O=C(Cc1ccc(Cl)c(Cl)c1)OCC(=O)c1ccc[nH]1
 : 2	3	4	31	-16	1	-7	0.13	2
Nc1ccc(CN2CCN(c3ccc4ccccc4n3)CC2)cc1
 : -13	5	7	7	-13	-5	-5	-2.9	4
COC(=O)CCSCC(=O)Nc1nnc(C)s1
 : -5	6	22	-12	6	-1	0	-0.4	4
O=C(Nc1ccc(N2CCN(C(=O)c3ccc(Cl)cc3)CC2)cc1)c1cccnc1
 : 14	6	18	-6	-6	2	7	-0.38	-3
COc1ccc(OC)c(S(=O)(=O)N(C)CC(=O)N2CCN(c3cccc(Cl)c3)CC2)c1
 : 7	-1	1	17	-17	4	3	.	3
CCOCCCNC(=O)C1CCCN1S(=O)(=O)c1ccc(Cl)cc1 (stereo not drawn)
 : 0	-1	10	-5	-1	1	1	-0.075	-7
COc1ccc(C)cc1-n1nnnc1SCc1cc(=O)n2cc(C)ccc2n1
 : 12	6	3	5	-14	1	-3	.	5
CCOc1cc(C)c(C(C)C)cc1S(=O)(=O)N1CC(C)OC(C)C1 (stereo not drawn)
 : 11	9	12	68*	-7	4	1	0.041	0
Cc1cc(N(C)C)nc(SC(C)C)n1
 : -32	12	10	-13	-10	1	1	0.017	5
CCCCn1c(SCc2ccc(Cl)cc2)nc2c1c(=O)[nH]c(=O)n2C
 : -11	6	14	-5	-12	-1	1	7.4*	15
COc1cccc(Oc2cnc(N)nc2-c2ccc(OC)cc2O)c1
 : -14	10	6	33	5	1	7	15*	-8
N#Cc1nc(-c2cccs2)oc1NCc1ccccc1
 : 3	-4	3	-6	23	-2	-3	.	-6
Cc1cc(OC(=O)c2ccccc2)n(CCC#N)n1
 : 8	3	-5	2	-20	8	-3	.	19
CC(C)COC(=O)C(C#N)c1nc2ccccc2nc1N1CCN(Cc2ccc3c(c2)OCO3)CC1 (stereo not drawn)
 : -17	2	-2	25	-3	6	-10	-1.9	6
Cc1cccc(N(CC(=O)NC2CCCCC2)C(=O)CCC(=O)Nc2cc(C)ccn2)c1
 : 5	10	16	-30	2	4	-1	-2.1	13
CCOc1ccccc1C(=O)Nc1cc(=O)n(C)c(=O)n1C
 : -1	9	3	-15	2	0	-1	1.2	7
COc1ccc(S(=O)(=O)NCCSC(C)(C)C)cc1Cl
 : 5	7	2	36	-17	-3	-4	2.1	-1
COc1cc(S(=O)(=O)N2CCN(Cc3ccccc3)CC2)ccc1Br
 : 2	-2	-4	29	-5	1	1	.	1
COc1ccc(S(=O)(=O)n2nc(OC(=O)c3ccccc3Br)cc2N)cc1
 : -1	3	16	-15	-15	3	-2	0.58	-2
O=C(c1ccc(Cl)cc1)c1ccc(OCC(=O)N2CCOCC2)cc1
 : 3	-6	2	3	-40	-4	-2	0.0011	-4
CC(=O)OC(C(=O)NC1CCCCC1)c1ccncc1 (stereo not drawn)
 : -2	8	8	-28	2	1	2	-0.095	-12
COc1ccc(CNC(=O)c2cc(C3CC3)on2)cc1
 : 0	-8	11	2	1	0	-3	0.26	1
O=C1CC(N2CCOCC2)C(=O)N1c1cc(Cl)cc(Cl)c1 (stereo not drawn)
 : 8	-4	13	-2	1	-3	-5	.	3
CN(C(=O)c1ccncc1)c1nnc(-c2ccncc2)s1
 : 7	9	-10	-13	1	7	2	0.4	2
CCCCc1c(O)nc(SCC(=O)N2CCOCC2)[nH]c1=O
 : 3	2	9	-20	-6	-1	-6	-0.44	5
COc1ccc(C(=O)Nc2cccc(C(=O)N3CCN(C)CC3)c2)cc1
 : -5	7	-5	-15	-3	3	-11	-0.71	-1
Cn1c(Cc2ccccc2)nnc1SCC(=O)c1ccc(Br)s1
 : 11	7	-4	-2	-5	2	-3	0.38	1
COc1ccc(OC)c(NC(=O)Nc2ccccc2C)c1
 : -3	-1	-11	19	-13	1	2	-1.2	3
CCOC(=O)C1CCN(C(=O)c2sc3nc(-c4ccc(F)cc4)cn3c2C)CC1
 : 29	3	15	14	-8	-1	0	.	-1
Cc1[nH]c2ccccc2c1C(=O)CN1CCCCC1C (stereo not drawn)
 : 18	2	10	-7	1	0	-8	0.23	-8
O=C(O)c1ccc(S(=O)(=O)c2ccccc2)cc1
 : 3	3	15	-2	-4	4	-1	0.25	-3
COc1ccc(CCC(=O)N2CCN(C3CCCCC3)CC2)cc1
 : -28	5	22	-9	-18	-3	-4	-0.85	7
O=C(Nc1ccccc1Cl)NC1(C(=O)NCCCN2CCOCC2)CCCCC1
 : -1	.	.	-13	2	.	-15	-0.85	.
Nc1nc(N2CCCCC2)nc2ccccc12
 : -9	1	-6	1	4	1	4	-2	9
Cc1ccc(SCC(=O)N2CCOCC2)cc1
 : 3	11	7	-4	-11	6	-4	0.18	2
O=C(NCc1ccccn1)c1nnc(Cc2ccc(Cl)cc2)o1
 : 0	6	16	-3	-11	1	-3	-0.15	4
Cc1cc(C(=O)Nc2sc(C)c(C)c2C#N)c(C)o1
 : 24	6	15	-6	-5	3	-9	0.18	1
O=C(OCCN1C(=O)CCC1=O)c1ccc(S(=O)(=O)N2CCCCC2)cc1
 : 25	5	-16	9	7	8	-3	-0.34	5

(listing goes on)
Results follow in this order: DUSP1 inh	E coli RNAP	AP ELISA ortho	Ecoli tolC	Cdc25B inh	CatB block	Hsp90 block	D1 mod	CatB mix inh
CNS(=O)(=O)c1cccc2cccnc12
 : .	-4	12	2	.	-4	.	0.045	-5
CCOC(=O)C(C(=O)OCC)N(C#N)c1nc(SC)nc(N(C)C)n1
 : -29	.	.	6	-20	27*	3	0.5	.
Cc1cccc(N(CC(=O)NCc2ccccc2)C(=O)Cn2nnc(-c3ccc(C)o3)n2)c1
 : -7	.	6	11	4	1	1	-0.94	-9
CCC1CCCCN1C(=O)N[C@@H](CCSC)C(=O)OC (stereo partly drawn)
 : 19	.	27	-22	6	1	0	-0.057	-2
CCN1C(=O)CSc2ccc(C(=O)NCCCN3CCOCC3)cc21
 : 24	3	8	-20	-4	0	-5	-0.76	1
COc1ccc(C2(O)CCN(C(=O)NC3CCCCC3)CC2)cc1
 : -9	2	9	-8	-20	5	1	0.0071	4
Cc1cc(N2CCN(C)CC2)nc2ccc(NC(=O)CCC(=O)NCc3ccco3)cc12
 : 4	-5	10	-15	-3	0	-3	0.08	2
Cc1ccc(-c2noc(CCCC(=O)Nc3cccnc3)n2)cc1
 : -13	7	6	9	-4	-2	-1	-2.1	-1
COc1ccc(N2CCN(C(=O)CNC(=O)Cn3c(C)cc4ccccc4c3=O)CC2)cc1
 : 2	0	11	2	-3	-6	-1	-0.3	6
Cc1cccc(-c2nc(CS(=O)CC(=O)NCCCSC3CCCCC3)c(C)o2)c1 (stereo not drawn)
 : 34	3	13	73*	-19	-3	-1	0.6	1
COc1ccc(CCNC(=O)C2CC(=O)N(c3ccccc3)C2)cc1OC (stereo not drawn)
 : 5	9	9	-12	19	4	-2	2.9*	5
O=C1CC(N2CCN(C/C=C/c3ccccc3)CC2)C(=O)N1Cc1ccc(N2CCCC2=O)cc1 (stereo not drawn)
 : 1	1	9	13	13	-6	-1	-0.43	3
CC1Cc2ccccc2N1C(=O)COC(=O)c1ccc(S(=O)(=O)N(C)C)cc1 (stereo not drawn)
 : -3	4	5	-16	-13	-1	1	.	2
Nn1c(SCC(=O)NC2CCCc3ccccc32)nnc1-c1cccs1 (stereo not drawn)
 : 3	0	14	12	-13	2	-4	-0.26	2
C=CCn1c(Br)nc2c1c(=O)n(C)c(=O)n2C
 : 19	.	-3	-22	5	1	-1	0.24	-3
CC(C)c1c(C#N)c(N)nc(SCC(=O)c2cc3ccccc3oc2=O)c1C#N
 : 14	1	10	-6	-5	2	-1	0.51	3
CCOC(=O)CN(C(=O)CN1CCOCC1)c1ccc(Br)cc1
 : 21	8	-7	-15	-9	1	0	-0.58	3
COc1ccccc1NC(=O)c1ccc(NC(=O)CSc2nnnn2C)cc1
 : -7	12	10	-3	-5	-1	-3	0.51	-11
CCOc1ccccc1N1CCN(S(=O)(=O)c2cccs2)CC1
 : -2	3	9	24	-7	-2	1	-0.33	-3
COc1cc(N2CN=c3s/c(=C\c4ccccn4)c(=O)n3C2)cc(OC)c1OC
 : -6	3	16	14	-16	2	3	-0.38	4
CCOc1ccc(N2C(=O)CC(N3CC(C)OC(C)C3)C2=O)cc1 (stereo not drawn)
 : -4	3	19	-8	-11	-2	-5	-1.5	6
CCOC(=O)c1c(C)oc(NC(=O)COc2ccc(Cl)cc2C)c1C#N
 : 7	7	-19	12	0	2	-4	0.77	1
CCCOc1ccc(Cn2cnc3ccccc32)cc1
 : 24	9	-8	46	2	-3	-4	-0.9	-2
COCc1nc(-c2cc(OC)c(OC)c(OC)c2)no1
 : -16	-5	-14	4	-24	4	-8	0.27	2
O=C(NC1CCCCC1)N1CCC(c2nc3ccccc3[nH]2)CC1
 : 4	12	-1	-1	-7	5	-5	0.14	4

Hits appear at their usual frequency; about 7.6% have a hit in one of these screens.
